D2 ag = HTS Assay for Allosteric Agonists of the Human D2 Dopamine Receptor: Primary Screen for Agonists. AID 485358, 2010. activation, % at 2 µM. HEK293 T-REx D2 cells, calcium flux agonist mode. hit rate 0.53% among 340,000. D(2) dopamine receptor (Homo sapiens), P14416;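 active = activation over 3 SD above normal in the single-dose calcium agonist read, cut at about 30% in these data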; also: 0% is about no effect
Target sequence (P14416 whole entry, looked up): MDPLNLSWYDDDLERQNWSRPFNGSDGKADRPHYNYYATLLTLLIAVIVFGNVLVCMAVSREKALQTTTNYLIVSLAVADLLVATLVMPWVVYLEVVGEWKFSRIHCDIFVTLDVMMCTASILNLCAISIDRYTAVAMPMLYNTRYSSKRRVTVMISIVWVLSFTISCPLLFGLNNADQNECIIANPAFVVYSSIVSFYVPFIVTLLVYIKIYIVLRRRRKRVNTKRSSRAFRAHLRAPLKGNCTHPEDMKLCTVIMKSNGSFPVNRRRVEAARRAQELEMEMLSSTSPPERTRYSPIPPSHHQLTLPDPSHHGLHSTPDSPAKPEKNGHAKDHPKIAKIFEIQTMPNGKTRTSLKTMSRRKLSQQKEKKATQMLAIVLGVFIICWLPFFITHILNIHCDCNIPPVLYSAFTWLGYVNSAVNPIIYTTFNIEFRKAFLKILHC
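Calcium-flux readout, 1 cycle/sec over 180 s following compound pin transfer, in inducible HEK293 Trex D2 cells (force-coupled); dopamine controls included. Positive calcium responses during this window marked compounds as potential agonists.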
RGS4 inh = Inhibitors of Regulator of G Protein Signaling (RGS) 4: qHTS. Transcreener GDP fluorescence polarization, RGS4-accelerated GTP hydrolysis. Potency, µM (series often up to 114 µM), without a hit: top-dose activity change, negative = inhibition, usual class: inhibitors. AID 504845, 2011. hit rate 0.039% among 390,000; also: potency is read from the fitted curve at half-maximal effect; % is scaled to controls: 0 for no effect and ±100 for the full control effect; nearly all actives have a fitted effect of over 75% in size; some results filed as inactive show a strong effect at the top dose
Target sequence (P49798 whole entry, looked up): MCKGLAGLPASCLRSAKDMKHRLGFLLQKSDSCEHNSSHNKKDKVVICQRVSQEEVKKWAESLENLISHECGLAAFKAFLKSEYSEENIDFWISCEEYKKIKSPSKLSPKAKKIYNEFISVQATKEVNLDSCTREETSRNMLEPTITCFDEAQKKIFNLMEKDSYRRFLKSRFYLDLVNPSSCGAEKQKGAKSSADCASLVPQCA
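MLSMR compounds (23 nl, pin-transferred) preincubated 10 min at room temperature with a 500nM (2x) first reagent, then RGS4 at 900nM (2x) plus Transcreener GDP mix added; fluorescence polarization (620/688 nm) read before and after 90 min at 30 °C.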
12-LOX inh = Primary qHTS assay for inhibitors of human arachidonate 12S-lipoxygenase (ALOX12): Round 2 | Polyunsaturated fatty acid lipoxygenase ALOX12 (Homo sapiens), P18054 | purified 12hLO, xylenol orange hydroperoxide absorbance | Potency, µM (top dose mostly 108 µM), without a hit: at the highest dose activity change, negative = inhibition, usual class: inhibitors | hit rate 1.1% among 580,000 | AID 1671190, 2021; also: potency is read from the fitted curve at half-maximal effect; % is scaled to controls: 0 for no effect and ±100 for the full control effect
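Hydroperoxide product was detected by ferrous iron/xylenol orange as the 573 to 405 nm absorbance ratio. Arachidonic acid at 40 uM (final) was turned over for 30 min at room temperature by 150 nM human 12hLO, pH 7.0 Hepes buffer, after 15 min compound preincubation.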
Vif-A3F inh = qHTS for Inhibitors of Vif-A3F Interactions: qHTS. HeLa A3F-eYFP + Vif (tagged APOBEC3F with the HIV-1 protein that degrades it), YFP fluorescence increase. Potency, µM (top dose mostly 46.1 µM), for the others: at the highest dose activity, negative = active. hit rate 0.2% among 390,000. AID 602313, 2012; also: potency is read from the fitted curve at half-maximal effect; % of control where 0% means no effect; nearly all actives have a fitted effect of over 65% in size
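Fluorescence increase (Ex 488/Em 500-530) after overnight compound treatment at 37 deg C flags inhibition of Vif-driven A3F-eYFP loss in stable HeLa A3F-eYFP/Vif cells seeded overnight beforehand.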
D2 antagonist = HTS Assay for Allosteric Antagonists of the Human D2 Dopamine Receptor: Primary Screen for Antagonists; inhibition, % at 10 µM; hit rate 2% among 340,000; HEK293 TREx D2 cells, calcium flux, dopamine EC80; AID 485344, 2010; D(2) dopamine receptor (Homo sapiens), P14416; in the data active = inhibition above about 30%; also: 0% is about no effect
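Compounds are added to dye-loaded, induced HEK293 T-REx cells coupled to calcium release via D2; after a 3 min kinetic read an EC80 dopamine stimulus is given and fluorescence is recorded for 3 more min.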
LDHA inh = qHTS assay for inhibitors of human lactate dehydrogenase; purified LDHA, NADH/diaphorase-resazurin fluorescence; stronger effect = lower value; activity change, % (values are at about 110 or 230 µM); hit rate 0.15% among 480,000; AID 1347041, 2019; in the data active = activity change below about -30%; inconclusive = mostly about -25% to -30%;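 also: plate controls were DMSO wells for no effect and wells without enzyme for full effect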
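Remaining NADH was detected by diaphorase (0.133 mg/mL) converting 37 µM resazurin to fluorescent resorufin, read at 0 and 20 minutes. The preceding 5-minute room-temperature reaction used 2 nM LDHA, 0.2 mM sodium pyruvate and 0.06 mM NADH at pH 7.4.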
ERG-DNA inh = qHTS for Small Molecule Inhibitors of the ERG Ets/DNA interaction; Transcriptional regulator ERG (Homo sapiens), P11308; fluorescence polarization, His-ERG Ets domain / labelled DNA; Potency, µM (top dose mostly 76.9 µM), for the others: at the highest dose FP activity, negative = inhibition, hits mostly inhibitors; hit rate 0.028% among 370,000; AID 624246, 2012; active = well fitted inhibition curve with a large enough effect in the polarisation, with a control signal flat; inconclusive = small, poorly fitted or top-dose-only effect, or effect the other way, or a change in a side signal; inactive = no such curve, though single readings can be large or run the other way; the % refers to the polarisation;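 also: polarization taken with two DNA probes labelled with fluorescein and Texas red; potency is read from the fitted curve at half-maximal effect; % of control where 0% means no effect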
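His-tagged ERG Ets domain (1 uM in the protein solution; 300mM KCl, 50mM Tris-HCl, 1mM EDTA, 1mM DTT, pH 7.5) received compound, then a probe mix of 5 nM fluorescein-DNA and 100nM Texas-615-DNA. Fluorescence polarization was read for both dyes.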
GRP78 ERSR act = qHTS for Inducers of the Endoplasmic Reticulum Stress Response (ERSR) in Human Glioma: qHTS; U87-MG GRP78 promoter luciferase reporter, 16 h; Potency, µM, for the others: top-dose activation, usual class: activators; hit rate 0.02% among 420,000; AID 602332, 2012; also: potency is read from the fitted curve at half-maximal effect; series mostly up to about 76 µM; % of control where 0% means no effect; nearly all actives have a fitted effect of over 35% in size
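Stably transfected U87-MG glioma cells carrying a GRP78-based luciferase sensor; 16 h compound incubation. Luminescence end-point read 10 min after Bright-Glo addition at room temperature.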
Vif-APOBEC3G blk = qHTS for Inhibitors of Vif-A3G Interactions: qHTS; Potency, µM (series often up to 46.1 µM), inactives show at the top dose activity, negative = active, most hits filed as inhibitors; hit rate 0.076% among 410,000; DNA dC->dU-editing enzyme APOBEC-3G (Homo sapiens), Q9HC16; HeLa A3G-eYFP + Vif (tagged APOBEC3G with the HIV-1 protein that degrades it), YFP fluorescence, overnight;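 also: potency is read from the fitted curve at half-maximal effect; % is scaled to controls: 0 for no effect and ±100 for the full control effect; nearly all actives have a fitted effect of over 60% in size; hits raise eYFP signal because A3G escapes Vif-driven loss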
Target sequence (Q9HC16 whole entry, looked up): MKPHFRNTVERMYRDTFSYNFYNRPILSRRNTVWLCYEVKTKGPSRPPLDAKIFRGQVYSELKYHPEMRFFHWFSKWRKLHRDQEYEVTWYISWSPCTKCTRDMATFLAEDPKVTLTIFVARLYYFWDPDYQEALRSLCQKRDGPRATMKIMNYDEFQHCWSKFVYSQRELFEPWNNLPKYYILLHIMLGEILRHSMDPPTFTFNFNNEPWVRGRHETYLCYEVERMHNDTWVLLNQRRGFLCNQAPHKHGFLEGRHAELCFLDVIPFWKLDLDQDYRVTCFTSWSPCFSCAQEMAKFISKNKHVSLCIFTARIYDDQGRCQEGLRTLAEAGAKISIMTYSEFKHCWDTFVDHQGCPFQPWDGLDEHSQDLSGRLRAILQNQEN
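HeLa cells stably expressing Vif and C-terminally eYFP-tagged A3G, seeded overnight at 37 deg C, then exposed to compound by pintool overnight at 37 deg C. Rise in yellow fluorescence (Ex 488/Em 500-530, Acumen) marks blocked Vif-driven A3G degradation.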
* marks the source's active call; other numbers are inactive results; i = inactive; ? = inconclusive; . = not tested or not shown; & = joins results of further samples; [ ] = remark or other dose. Unless noted, calls follow the shape of the dose curve; as a rule, active = well fitted curve in the direction sought with a large enough effect; inconclusive = small, poorly fitted or top-dose-only effect, or another doubt; inactive = no such curve, though single readings can be large; an effect the other way counts as inactive or inconclusive. These rows are one share of the data. The share of hits here may be higher or lower than overall.

SMILES	D2 ag	RGS4 inh	12-LOX inh	Vif-A3F inh	D2 antagonist	LDHA inh	ERG-DNA inh	GRP78 ERSR act	Vif-APOBEC3G blk
O=C(CCNS(=O)(=O)c1ccc(Cl)cc1)NCc1cccnc1	0.3	-5%	13%	0%	-29	-2	-7%	2%	1%
CNC(=O)c1ccc(Nc2nnc(-c3ccc(C)c(S(=O)(=O)N(C)C)c3)c3ccccc23)cc1	.	12%	-4%	0%	.	-1	-3%	1%	0%
COc1ccc(NC(=O)CC(Cc2ccc(Cl)cc2)C(=O)O)cc1 (stereo not given)	-0.9	-24%	81%[activator]	3%	-10	0	12%	-3%	-1%
O=C(CN1C(=O)NC2(CCCC2)C1=O)N1CCN(C(=O)c2ccco2)CC1	0.0	-4%	19%	-6%	-5	-3	0%	-2%	-5%
Cc1onc(-c2c(F)cccc2Cl)c1C(=O)OCC(=O)NC(N)=O	1.9	-16%	-12%	4%	-17	-6	3%	-4%	1%
COc1ccc(C(=O)COC(=O)c2ccc(Cl)nc2)cc1OC	-0.4	5%	9%	7%	-1	-3	1%	-4%	1%
Cc1ccc(C(=O)NC(=S)N2CCN(C)CC2)cc1Br	-0.3	17%	?	-18%	1	-2	-3%	1%	0%
COc1cc(OC)cc(C(=O)NCC(=O)OCC(=O)c2cc(C)n(Cc3ccco3)c2C)c1	-0.7	-36%	-11%	0%	3	-6	27%	-1%	-11%
COc1cc(C(=O)Nc2cc(C)ccn2)ccc1OCC(=O)N1CCOCC1	0.6	17%	i	1%	-18	-9	7%	2%	3%
CCOC(=O)c1ccc(NC(=O)COc2ccc(S(=O)(=O)NC(C)C)cc2)cc1	-0.1	2%	13%	1%	12	-4	.	-3%	1%
O=C(CSc1ncn[nH]1)N/N=C/c1ccc(Br)cc1	0.8	10%	-24%	-13%	8	-5	11%	1%	-2%
O=[N+]([O-])c1cc(Cl)ccc1N1CCOCC1	-0.5	2%[56.9 µM]	5%	4%	-6	-7	-6%	-3%	1%
C[C@H](NC(=O)Cc1cccc2ccccc12)C(=O)N1CCCN(C)CC1	-0.1	2%	-8%	6%	-4	-8	3%	0%	5%
Cc1cc(C)cc(NC(=O)CSc2nc3ccncc3[nH]2)c1	-0.7	-10%	17%	-1%	8	-8	5%	-6%	1%
COCCNCCCOc1ccc(Cl)cc1Br	0.6	7%	-21%	-7%	-2	-18	5%	-1%	-1%
Cc1cccc(NS(=O)(=O)c2ccc(C(=O)N3CCCC3)cc2)c1C	0.8	6%	-10%	-22%	11	-11	2%	-2%	-2%
COc1ccccc1NCCC#N	.	7%	0%	-9%	.	8	6%	-4%	-7%
O=C(NC1CCN(Cc2ccccc2)CC1)c1ccc(N2CC3CC(C2)c2cccc(=O)n2C3)c([N+](=O)[O-])c1 (stereo not given)	0.1	-13%	0%	5%	23	-1	4%	-4%	0%
CN1CCN(S(=O)(=O)c2cccc(C(=O)NC3CCCc4ccccc43)c2)CC1 (stereo not given)	1.1	-24%	8%	-2%	9	1	7%	4%	3%
COc1ccc(S(=O)(=O)N2CCC(C(=O)Nc3ccccc3C)CC2)c2cccnc12	-0.9	9%	-3%&27%	0%	8	11&9	1%	-4%	-2%
c1ccc(CCn2nnc3ccccc32)cc1	0.1	-8%[11.4 µM]	10%	1%	1	-2	-13%	16%	2%
CCCc1nnc(NC(=O)c2nc(S(=O)(=O)Cc3ccc(C)cc3)ncc2Cl)s1	0.1&-0.6	?	?	4%&2%	-3	3&4	3%&7%	-17%&-10%	?
O=C(Nc1ccc(Cl)cc1)c1cc(S(=O)(=O)N2CCCc3ccccc32)ccc1F	-0.4	-3%	-24%	-3%	.	-14	4%	-3%	12%
CN(C(=O)c1ccc(Br)o1)C1CCCCC1	-0.6	-16%	-12%	11%	-5	-2	-1%	?	-8%
Cc1nn(Cc2ccccc2)c(C)c1C(=O)OCC(=O)c1cc(C)n(CC(F)(F)F)c1C	0.1	-28%	0%	3%	-6	4	5%	-8%	-3%

Additional entries.
SMILES	D2 ag	RGS4 inh	12-LOX inh	Vif-A3F inh	D2 antagonist	LDHA inh	ERG-DNA inh	GRP78 ERSR act	Vif-APOBEC3G blk
CC(=O)Nc1nonc1-c1nnc(SCC(=O)Nc2cc(C)cc(C)c2)n1-c1ccccc1	-2.0	14%	-21%	-11%	.	0	0%	0%	0%
CCOC(=O)N1CCN(C(=O)C2CCN(S(C)(=O)=O)CC2)CC1	-0.3	44%	-2%	-13%	2	-6	.	-2%	0%
Cc1ccccc1-n1nc2c(c1NC(=O)CCCl)CSC2	0.2	3%	7%	-10%	4	-6	-4%	-4%	4%
O=S(=O)(c1ccc(NCCc2c[nH]c3ccccc23)nc1)N1CCOCC1	-2.2	-27%	0%	-2%	-19	-2	-6%	-4%	-6%
CCCCCn1c(N)c(C#N)c2nc3ccccc3nc21	-0.9	-1%	1%	0%	15	10	-13%	-1%	-4%
COc1cc(NC(=O)CN2CCC(Cc3ccccc3)CC2)c(C)cc1[N+](=O)[O-]	-1.1	13%	14%	-6%	-9	-10	-7%	-2%	3%
COc1ccc(C(C)(C)NC(=O)C2CCC(=O)N(C3CC3)C2)cc1OC (stereo not given)	0.0	-37%	1%	2%	15	-2	12%	-2%	1%
CC(C)Sc1nc2c(c(=O)[nH]c(=O)n2C)n1C	0.2	3%	1%	7%	-25	-3	-27%	-6%	-1%
Cc1cccc(C(=O)O/N=C2\CCCc3ccccc32)c1	1.3	-11%	1%	2%	-9	-3	-6%	-1%	-1%
C=Cc1ccc(CN2C(=O)c3ccccc3Sc3ccc(C(=O)OCc4ccco4)cc32)cc1	0.9	-37%	-18%	-5%	.	0	7%	2%	-4%
Cc1cc(C(=O)COC(=O)c2nccnc2N)c(C)n1C	0.5	18%	-11%	0%	4	-3	-5%	-10%	-1%
Clc1ccc(-c2cc(-c3nnc4n3CCCCC4)c3ccccc3n2)cc1	-0.2	-8%	16%	-2%	10	-2	-1%	0%	-3%
CCN(CC)CCCCN1c2ccccc2Sc2ccccc21	-0.3	-10%	0%	-5%	47*	-4	4%	-7%	1%
C[N+](C)=C1SCC(C)(/C=N/O)S1 (stereo not given)	.	-45%	33%[activator]	11%	.	-2	10%	-4%	0%
O=C(CCc1ccccc1)Nc1cc(Cl)ccc1O	0.0	-21%	-30%	-2%	10	7	-1%	0%	-5%
CCN(CC)S(=O)(=O)c1ccc(C(=O)NNC(=O)c2cccs2)cc1	0.1	-21%	9%	5%	0	0	0%	1%	-3%
CCOc1cccc(/C=C/c2ccc3ccccc3n2)c1OC(C)=O	.	26%	?	-3%	6	1	-6%	-3%	-3%
CCN(CC)C(=O)c1cc([N+](=O)[O-])cc2c1-c1ccc([N+](=O)[O-])cc1C2=C(C#N)C#N	0.8	-23%	?	10%	1	4	3%	-4%	0%
Cc1ccc(C)c(SCC(=O)NC(=O)NCc2ccccc2)c1	-0.3	7%	-4%	-9%	10	-4	-10%	1%	-4%
Cc1ccc(NC(=O)CCC(=O)N2CCC(c3ccccc3)=N2)cc1S(=O)(=O)N1CCCCC1	1.8	19%	-11%	-8%	-7	-9	0%	1%	-6%
CCc1ccc(OCc2n[nH]c(=S)n2Cc2ccccc2)cc1	.	-33%	?	12%	.	-4	9%	-1%	-6%
O=[N+]([O-])c1ccc(N2CCc3ccccc3C2)nc1	.	-5%	-45%	-6%	.	1	4%	6%	-3%
CCSc1nnc(Cn2c(=O)sc3ccccc32)n1-c1ccc(OC)cc1	0.3	3%	69%	-1%	-8	-5	-17%	2%	0%
O=C(Nc1ccc(Br)cc1)c1cccc(N2C(=O)CCC2=O)c1	.	-7%	1%	-7%	.	-10	-8%	-1%	0%
Cc1ccc(S(=O)(=O)N2CCC(N3CCCCCC3)CC2)cc1	0.9	-23%	-17%	-7%	-25	-10	4%	-1%	1%
O=C(O)C1C2C=CC(O2)C1C(=O)Nc1cccc(C(F)(F)F)c1 (stereo not given)	0.8	13%	-19%	-2%	0	-4	-10%	-3%	-6%
O=S(=O)(c1ccc(-c2cnc(C3CC3)o2)cc1)N1CCN(c2ccc(F)cc2)CC1	-1.5	-5%	-13%	-16%	.	0	2%	-4%	-8%
O=[N+]([O-])c1cccc(N/N=C/c2cc([N+](=O)[O-])ccc2O)c1	.	-24%	?	-2%	.	-7	-5%	8%	-5%

Printed as active in D2 antagonist, among the entries above:
structure | RGS4 inh | 12-LOX inh | D2 antagonist | LDHA inh | ERG-DNA inh | GRP78 ERSR act
CCN(CC)CCCCN1c2ccccc2Sc2ccccc21 | -10% | 0% | 47* | -4 | 4% | -7%
